From PubChem
BLM inh: blocks DNA unwinding by human BLM helicase | hit rate 0.2% among 350,000 | Potency, µM (top dose mostly 56.1 µM), for the others: at the highest dose activity change, negative = inhibition, actives largely listed as inhibitors | recombinant BLM DNA unwinding, fluorescence dequenching;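 note: potency is the fitted concentration of half-maximal effect; plate controls were vehicle for no effect and no enzyme for full effect; nearly all actives have a fitted effect of over 35% in size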
Target sequence (P54132 whole entry, looked up): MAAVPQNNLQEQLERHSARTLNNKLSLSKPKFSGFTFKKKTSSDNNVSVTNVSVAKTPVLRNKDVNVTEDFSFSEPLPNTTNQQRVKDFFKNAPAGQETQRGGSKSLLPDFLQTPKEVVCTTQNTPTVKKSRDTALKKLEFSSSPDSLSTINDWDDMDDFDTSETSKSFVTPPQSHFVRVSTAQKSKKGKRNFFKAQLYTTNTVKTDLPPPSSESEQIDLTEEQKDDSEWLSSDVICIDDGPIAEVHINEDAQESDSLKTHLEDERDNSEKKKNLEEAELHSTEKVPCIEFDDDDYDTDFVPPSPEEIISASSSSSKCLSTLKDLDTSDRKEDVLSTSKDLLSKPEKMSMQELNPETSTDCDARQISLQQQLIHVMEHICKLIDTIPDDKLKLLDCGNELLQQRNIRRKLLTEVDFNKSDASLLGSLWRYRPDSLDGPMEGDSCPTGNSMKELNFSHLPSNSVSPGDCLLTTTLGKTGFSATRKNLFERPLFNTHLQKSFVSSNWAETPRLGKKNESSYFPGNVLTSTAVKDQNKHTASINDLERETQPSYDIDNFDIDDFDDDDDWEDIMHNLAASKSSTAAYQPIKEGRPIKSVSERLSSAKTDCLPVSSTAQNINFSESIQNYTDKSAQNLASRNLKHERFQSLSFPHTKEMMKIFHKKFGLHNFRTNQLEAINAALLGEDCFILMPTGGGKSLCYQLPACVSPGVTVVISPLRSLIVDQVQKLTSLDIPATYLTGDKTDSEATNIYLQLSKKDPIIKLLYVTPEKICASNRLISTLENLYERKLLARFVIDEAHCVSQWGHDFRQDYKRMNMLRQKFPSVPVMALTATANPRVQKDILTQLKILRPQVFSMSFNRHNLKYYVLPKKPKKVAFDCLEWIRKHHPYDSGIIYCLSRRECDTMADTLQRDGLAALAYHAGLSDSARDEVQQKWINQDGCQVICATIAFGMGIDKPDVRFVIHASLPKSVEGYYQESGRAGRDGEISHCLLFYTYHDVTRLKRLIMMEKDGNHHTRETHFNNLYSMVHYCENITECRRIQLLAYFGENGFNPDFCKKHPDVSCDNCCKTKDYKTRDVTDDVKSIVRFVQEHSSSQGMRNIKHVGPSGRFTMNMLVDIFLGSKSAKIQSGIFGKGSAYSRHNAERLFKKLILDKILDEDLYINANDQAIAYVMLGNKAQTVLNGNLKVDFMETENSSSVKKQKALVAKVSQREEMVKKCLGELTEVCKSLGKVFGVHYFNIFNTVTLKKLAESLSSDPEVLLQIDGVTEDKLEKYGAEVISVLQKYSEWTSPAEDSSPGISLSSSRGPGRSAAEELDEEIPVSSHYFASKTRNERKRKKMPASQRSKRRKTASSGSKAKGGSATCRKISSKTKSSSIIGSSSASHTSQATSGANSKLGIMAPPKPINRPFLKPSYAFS
POLB inh: inhibitors of human DNA polymerase beta. AID 485314. Pol beta primer extension/strand displacement, fluorescence kinetic. Potency, µM (doses to about 114 µM), for inactives: at the highest dose activity change, negative = inhibition, most hits filed as inhibitors. hit rate 1.3% among 340,000; note: potency is the fitted concentration of half-maximal effect; % is set by controls: 0 for no effect and ±100 for the full control effect
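Pol beta (10 nM) and compounds were preincubated 15 min at room temperature, then 50 nM substrate (final) started primer extension/strand displacement. Reads were taken at 0 and 10 min; concentration-response data were fitted to a four-parameter Hill equation.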
ERG Ets-DNA blk: blocks human ERG Ets domain binding to DNA. fluorescence polarization, His-ERG Ets domain / labelled DNA. Potency, µM (top dose mostly 76.9 µM), without a hit: at the top dose FP activity, negative = inhibition, most hits filed as inhibitors. P11308. hit rate 0.028% among 370,000; active = well fitted inhibition curve with a large enough effect in the polarisation, with a control signal flat; inconclusive = small, poorly fitted or top-dose-only effect, or effect the other way, or a change in a side signal; inactive = no such curve, though single readings can be large or run the other way; the % refers to the polarisation;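 note: polarization taken with two DNA probes labelled with fluorescein and Texas red; potency is the fitted concentration of half-maximal effect; % of control where 0% means no effect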
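His-tagged ERG Ets domain (1 uM in the protein solution; 300mM KCl, 50mM Tris-HCl, 1mM EDTA, 1mM DTT, pH 7.5) received compound, then a probe mix of 5 nM fluorescein-DNA and 100nM Texas-615-DNA. Fluorescence polarization was read for both dyes.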
POLK inh: blocks human DNA polymerase kappa activity. Q9UBT6. purified Pol kappa, fluorescent DNA synthesis assay, 10 min. Potency, µM (top dose mostly 107 µM), without a hit: at the top dose activity, negative = inhibition, most hits filed as inhibitors. hit rate 0.53% among 400,000. AID 588579; note: potency is the fitted concentration of half-maximal effect; % is set by controls: 0 for no effect and ±100 for the full control effect
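Pol kappa 10 nM + cpd, 15 min RT; start w/ substrate 50 nM final; fluorescence kinetic read, 0 and 10 min. Neg ctrl: buffer, no enzyme.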
TRHR ag: agonists of human TRH receptor. hit rate 0.18% among 360,000. TRHR cells, calcium flux fluo-8, FDSS agonist mode. P34981. activation, % at 2 µM. AID 493084; in the data active = activation above about 30%; note: 0% is about no effect
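TRHR-expressing cells, plated overnight in medium with 10% serum, were loaded with fluo-8 calcium dye at room temperature. After a 10 s baseline, library compound was pin-added and calcium release was recorded kinetically (ex 480/em 530) as agonist response.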
Apoferritin bind: binds horse apoferritin like a general anesthetic. AID 485281. Potency, µM (series often up to 77.5 µM), for the others: at the top dose activity change, negative = displacement, usual class: inhibitors. P02791. hit rate 0.074% among 350,000. apoferritin/1-aminoanthracene competitive binding, fluorescence; note: potency is the fitted concentration of half-maximal effect; % is set by controls: 0 for no effect and ±100 for the full control effect; nearly all actives have a fitted effect of over 20% in size
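10 uM apoferritin + 50% sat. 1-AMA, PBS; cpd 10 min RT; Ex380/Em535 endpoint; normalized to free probe vs complex; 4-param Hill fit; propofol titration as pos. ctrl.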
APE1 inh: blocks human APE1 abasic DNA cleavage; hit rate 0.35% among 350,000; Potency, µM (doses to about 65.8 µM), inactives show at the top dose activity change, negative = inhibition, hits mostly inhibitors; recombinant APE1, TAMRA/BHQ-2 abasic DNA cleavage fluorescence; P27695;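 note: potency is the fitted concentration of half-maximal effect; plate controls were vehicle for no effect and reference inhibitor for full effect; nearly all actives have a fitted effect of over 55% in size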
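Enzyme (0.75 nM final) and test compound are incubated 15 min at room temperature before adding 50 nM quenched THF abasic-site duplex. Cleavage dequenches TAMRA, followed at 525/598 nm over three reads one minute apart.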
ALOX12 inh: inhibitors of human 12S-lipoxygenase ALOX12; P18054; purified 12hLO, xylenol orange hydroperoxide absorbance; Potency, µM (highest dose often 108 µM), inactives show at the top dose activity change, negative = inhibition, hits mostly inhibitors; hit rate 1.1% among 580,000; note: potency is the fitted concentration of half-maximal effect; % is set by controls: 0 for no effect and ±100 for the full control effect
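Purified human 12hLO at 150 nM in 25 mM Hepes, 0.01% Triton X-100, pH 7.0, preincubated 15 min at room temperature with compound. Reaction started with 40 uM arachidonic acid, 30 min at room temperature. Hydroperoxide measured by Fe-xylenol orange, 573/405 nm absorbance ratio.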
Pol iota inh: DNA polymerase iota (human) inhibition | Q9UNA4 | Pol iota fluorescent replication assay, 10 min | Potency, µM (doses to about 115 µM), inactives show at the top dose activity, negative = inhibition, most hits filed as inhibitors | hit rate 1% among 390,000; note: potency is the fitted concentration of half-maximal effect
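Fluorescent replication assay read twice, at 0 min and 10 min after adding 50 nM (final) substrate. Enzyme (10 nM) and compounds were first incubated 15 min at room temperature; enzyme-free buffer wells were negative controls.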
* marks the source's active call; other numbers are inactive results; u = inconclusive; x = no result given; & = joins results of further samples; [ ] = dose if it differs, or a comment. Unless noted, calls come from the whole dose curve; as a rule, active = well fitted curve in the direction sought with a large enough effect; inconclusive = small, poorly fitted or top-dose-only effect, or another doubt; inactive = no such curve, though single readings can be large; an effect the other way counts as inactive or inconclusive. An excerpt; count on the stated rates, not on these rows.

SMILES	BLM inh	POLB inh	ERG Ets-DNA blk	POLK inh	TRHR ag	Apoferritin bind	APE1 inh	ALOX12 inh	Pol iota inh
CC(=O)N1CCCc2cc(S(=O)(=O)CCC(=O)N3CCN(c4ccccc4)CC3)ccc21	1.4%	u	7.2%	10.5%	-0.2	-6.5%	1.2%	u	u
COCCNC(=O)c1nc2ccccc2s1	2.4%	7.5%	2.5%	8.6%	-0.3	-6.8%	7.1%	-3.0%	8.1%
O=C(Oc1ccc2ccc(OC(=O)N3CCOCC3)cc2c1)N1CCOCC1	-1.1%	0.3%	-2.2%	-12.8%	0.9	-7.8%	-2.3%	0.0%	5.5%
COc1ccc(CNC(=O)C/C(C)=N/NC(=O)COc2ccc(C)cc2Br)cc1	-2.2%	-7.2%	12.0%	-4.3%	0.0	u	-1.6%	-1.9%	44.0%[activator]
CCOC(=O)N1CCN(c2nc(C)cc(C(F)(F)F)n2)CC1	-2.8%	-2.7%	-16.7%	-2.4%	-0.7	-8.6%	-9.2%	0.0%	6.1%
CCOc1ccc(Cc2n[nH]c(=S)n2Cc2ccccc2)cc1	-3.1%	2.1%	-1.0%	-7.6%	0.0	-14.6%	-1.5%	u	-32.8%
Cc1c(N2C(=O)CSC23C(=O)Nc2ccccc23)c(=O)n(-c2ccccc2)n1C (stereo not drawn)	0.0%	11.3%	x	-4.4%	1.1	-6.7%	-0.8%	3.0%[57.4 µM]	18.3%
Fc1ccc(N2CN(Cc3cccnc3)CNC2=S)cc1	-0.9%	40.0%	-0.1%	0.7%	0.7	4.9%	8.3%	61.7%[activator]	62.3%[activator]
Cc1ccc(NS(=O)(=O)c2cc(C(=O)OCC(=O)NCC3CCCO3)ccc2C)cc1 (stereo not drawn)	-1.0%	-1.5%	-0.8%	-13.2%	-0.6	-13.1%	-1.9%	1.4%	113.4%[activator]
O=C(NC(=S)Nc1cccnc1)c1ccccc1	2.3%	30.9%	-1.2%	8.7%	0.6	10.1%	9.4%	u	62.1%[activator]
C/C(=C\C(=O)N1CCc2ccccc21)C(=O)O	0.4%	30.0%	2.6%	-6.1%	0.2	-19.3%	-4.4%	u	-3.2%
Cc1cc([N+](=O)[O-])nn1CC(=O)N(C)Cc1ccccc1	4.0%	6.3%	-2.8%	-1.6%	-0.6	-4.7%	-6.5%	0.0%	113.9%[activator]
Cc1noc(C)c1C(=O)Nc1nc2ccc(S(C)(=O)=O)cc2s1	-4.7%	u	1.5%	0.0%	0.1	-5.5%	47.6%[activator]	10.8%	14.5%
COc1ccc(N2CCN(C(=O)c3c(C)oc4ncnc(N5CCCCC5)c34)CC2)cc1	-1.7%	-2.7%	1.1%	-3.7%	-0.8	47.9%[activator]	x	u	u
CC(Oc1ccc(F)cc1)C(O)CCN(C)C (stereo not drawn)	-2.3%	15.9%	-1.6%	3.8%	0.3	-0.5%	-3.9%	-0.9%	11.2%
O=c1ccc(Cc2ccc(Cl)cc2)n[nH]1	-0.2%	34.7%	-1.9%	-7.1%	0.0	-16.1%	20.1%	0.9%	15.1%
CS(=O)(=O)Cc1ccc(C(=O)N2CCN(C(=O)c3cccs3)CC2)cc1	x	x	-12.1%	-9.8%	x	x	17.4%	0.0%	28.3%
CCN(CC(=O)Nc1ccc(NC(C)=O)cc1)C(=O)CSCc1c(C)noc1C	x	x	-3.0%	-4.5%	0.2	x	11.2%	-1.3%	14.8%
COc1ccccc1CC(=O)NNS(=O)(=O)c1ccc([N+](=O)[O-])cc1	-0.4%	-12.1%	11.9%	-5.0%	0.5	-8.8%	2.1%	-8.7%	62.2%[activator]
CC(Nc1nc(-c2ccc(F)cc2)cs1)c1nc2cc(Cl)c(N3CCCCC3)cc2n1CCOCCO (stereo not drawn)	x	x	17.6%	-8.8%	x	x	x	-10.9%	-14.5%

Some entries already given, showing only TRHR ag and ALOX12 inh.
structure	TRHR ag	ALOX12 inh
Cc1noc(C)c1C(=O)Nc1nc2ccc(S(C)(=O)=O)cc2s1	0.1	10.8%
Cc1cc([N+](=O)[O-])nn1CC(=O)N(C)Cc1ccccc1	-0.6	0.0%

More compounds.
SMILES	BLM inh	POLB inh	ERG Ets-DNA blk	POLK inh	TRHR ag	Apoferritin bind	APE1 inh	ALOX12 inh	Pol iota inh
CCC(C)c1ccc(O)c(N)c1 (stereo not drawn)	0.0%	-1.4%	-3.9%	-12.1%	0.4	u	1.7%	u	14.6%
CCN1CCN(CCCNC(=O)CS(=O)(=O)Cc2nc(-c3ccccc3C)oc2C)CC1	-4.0%&2.8%	u	1.0%&-18.2%	2.2%&1.3%	0.0&-0.5	-5.7%&-8.1%	67.9%[activator]	-5.7%&-4.3%&-14.4%	7.0%&5.8%
COc1ccc(OC)c(C(c2nnnn2C(C)(C)C)N2CCc3ccccc3C2)c1 (stereo not drawn)	-3.4%	1.9%	-10.5%	-8.8%	0.6	-5.8%	-7.6%	-28.9%	u
Cc1cc(C)n(CCC(=O)N/N=C/c2ccc(O)cc2)n1	-1.2%	23.5%	x	-4.7%	-0.5	3.0%	3.8%	1.7%	-6.5%
c1ccc(C2=NNC(=NCc3ccc4c(c3)OCO4)SC2)cc1	-0.3%	9.6%[57.1 µM]	7.4%	-17.0%	-0.2	-22.4%	-1.7%	u	-12.7%
Cc1ccc(C(=O)Nc2cccc(C(O)c3ccccc3)c2)cc1 (stereo not drawn)	x	x	-4.3%	-14.9%	x	x	x	u	-12.6%[58.9 µM]
Cc1ccc(S(=O)(=O)c2nc(S(C)(=O)=O)sc2N2CCOCC2)cc1	1.1%	1.7%	-6.7%	4.8%	0.4	-7.4%	2.4%	-6.6%	-3.1%
COc1cccc(N2CC(NC(=O)COc3ccc4ccccc4c3)CC2=O)c1 (stereo not drawn)	1.7%	-17.4%	-14.5%	2.3%[60.1 µM]	-0.2	-10.0%	x	u	4.9%
Cc1ccc(CNc2cc(C(=O)O)ccc2C)s1	-0.7%	45.1%	1.7%	-3.0%	-0.4	-2.9%	5.0%	0.0%	-23.2%
CC(C)C(c1nnnn1Cc1ccccc1)N(CCCO)Cc1cc2cc3c(cc2[nH]c1=O)OCO3 (stereo not drawn)	-4.7%	-1.5%	8.6%	-15.6%	18.4	633.3%[activator]	2.2%	u	-16.7%
O=C(O)c1ccc(-c2nnc(-c3ccccc3)o2)cc1	2.0%	-4.3%	15.6%	9.1%	0.6	-2.7%	10.6%	u	25.3%
COc1ccc(S(=O)(=O)N2CC(C(=O)O)Oc3ccc(Cl)cc32)cc1 (stereo not drawn)	-0.6%	19.3%	-1.0%	-0.9%	0.1	-2.6%	-0.7%	-18.2%	-4.7%
CN1/C(=C/C(=O)CSc2ccccc2C(=O)O)C(C)(C)c2ccccc21	-4.6%	-2.0%	64.2%[activator]	-15.6%	-0.2	14.1%	0.6%	5.9%	-16.9%
COc1ccc(NC(=O)c2nc3nc(C)cc(C(F)F)n3n2)c(C)c1	-1.9%	18.6%	15.6%	-14.5%	0.3	-9.8%	x	-3.0%	-17.9%
O=C(CCCCn1c(=O)c2ccccc2n(CC(=O)Nc2cccc(F)c2)c1=O)NCc1ccco1	-8.4%	u	-11.4%	0.4%	-0.2	-13.2%	-4.1%	-28.6%	11.0%
Nc1ccc(C(=O)Nc2ccccc2C(=O)O)cc1	-5.9%	-1.8%	0.9%	-3.0%	-0.1	-2.7%	-6.7%	42.7%[activator]	31.7%[activator]
COc1cc(CN2CCN(c3ccccc3F)CC2)cc(OC)c1O	-1.0%	-15.5%	1.0%	-14.5%	0.2	3.2%	0.1%	-18.5%	u
COc1ccccc1NC(=O)CCC(=O)OCC(=O)c1ccc(C)c([N+](=O)[O-])c1	-2.0%	3.0%	8.5%	-5.1%	-0.3	-18.2%	-1.0%	415.2%[activator]	63.1%[activator]
Cc1ccc(CNC(=O)CN(C(=O)C2(C)CC(=O)N=C3C=CC=CN32)c2cccc(C)c2C)cc1 (stereo not drawn)	2.1%	-8.5%	-5.3%	1.5%	1.6	-3.7%	9.8%	0.5%	48.6%[activator]
CCOC(=O)C1=C(COC(=O)CCNS(=O)(=O)c2ccc(NC(C)=O)cc2)NC(=O)NC1C (stereo not drawn)	x	x	1.9%	-3.4%	0.1	x	-0.1%	20.5%	-12.8%
CC(C)CN(CC(C)C)c1nc(N)c(C#N)c(CC#N)c1C#N	-7.7%	-3.0%	16.2%	-11.7%	0.9	-12.0%	12.2%	0.0%	-6.2%
O=C(COc1cccc2c1CCN(Cc1ccccc1)C2=O)N1CCCCC1	-0.4%	0.1%	-4.8%	-4.2%	-0.6	-20.1%	-3.6%	-2.8%	165.1%[activator]
O=C(/C=C/c1ccc(Cl)cc1)Nc1ccc(N2CCCCC2)cc1	-1.8%	18.9%	-9.9%	5.8%	0.5	-5.6%	17.9%	-9.6%	-5.9%
COc1ccc(N(CC(=O)NCCSc2ccccn2)S(C)(=O)=O)cc1	-2.8%	10.1%	-4.9%	-4.2%	-0.1	-5.3%	0.7%	-24.7%	0.9%
NC(=O)CN1CCOCCOCCN(CC(N)=O)CCOCC1	-1.4%	2.7%	x	-4.7%	-0.1	-9.5%	22.7%	0.1%	15.5%
COC(=O)CCC(=O)Nc1nc(-c2ccccc2)cs1	x	x	-1.1%	-12.1%	x	x	x	5.9%[57.4 µM]	11.6%
CCCCN1C(=S)NC[C@@H]1Cc1cccc2ccccc12	-6.9%	22.5%	-1.9%	-25.8%	-0.7	3.2%	15.7%	u	9.1%
CCOC(=O)c1c(NC(=O)c2cc3nc(-c4ccc(OC)cc4)cc(C(F)(F)F)n3n2)sc(C)c1C	-1.2%	14.9%	10.3%	10.2%[60.1 µM]	0.6	42.0%[activator]	x	-19.4%	5.0%
C/C(=N/NS(=O)(=O)c1ccccc1)c1ccc(NC(=O)C(F)(F)F)cc1	-0.2%	42.2%	-2.8%	-6.1%	-0.6	2.4%	19.3%	4.6%	12.0%
